ABCG2 inh = human ABCG2 inhibition, ABCB1 as counter-screen | inhibition, % at 6.6 µM | Q9UNQ0 | IgMXP3 cells, JC-1 efflux, flow cytometry | actives 0.1% (n = 190,000);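 active means inhibition above 80%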;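 further: 0% = DMSO and 100% = nicardipine control wells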
Target sequence (Q9UNQ0 whole entry, looked up): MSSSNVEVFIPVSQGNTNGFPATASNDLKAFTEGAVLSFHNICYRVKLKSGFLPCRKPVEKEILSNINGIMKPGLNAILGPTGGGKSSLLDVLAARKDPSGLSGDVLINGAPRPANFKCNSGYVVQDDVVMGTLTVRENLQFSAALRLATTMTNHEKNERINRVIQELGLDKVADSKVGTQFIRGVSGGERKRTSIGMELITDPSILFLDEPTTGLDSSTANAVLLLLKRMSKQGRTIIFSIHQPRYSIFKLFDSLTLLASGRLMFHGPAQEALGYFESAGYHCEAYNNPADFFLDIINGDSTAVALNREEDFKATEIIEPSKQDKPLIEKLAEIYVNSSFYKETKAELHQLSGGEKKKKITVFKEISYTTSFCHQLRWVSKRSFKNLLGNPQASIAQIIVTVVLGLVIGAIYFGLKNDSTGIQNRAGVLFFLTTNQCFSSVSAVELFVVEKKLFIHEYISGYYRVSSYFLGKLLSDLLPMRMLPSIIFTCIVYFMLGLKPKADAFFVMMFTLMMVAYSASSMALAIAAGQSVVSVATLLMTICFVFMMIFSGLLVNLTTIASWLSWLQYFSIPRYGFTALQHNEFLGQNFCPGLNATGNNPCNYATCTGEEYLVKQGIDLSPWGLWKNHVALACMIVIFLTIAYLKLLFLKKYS
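Test system: IgMXP3 (ABCG2) plus far-red-tagged CCRF-Adr (ABCB1) cells / Amount: 3 million cells/mL in well / Reagent: JC-1 transporter substrate / Timing: 10 min compound exposure, 25 °C / Signal: flow cytometry, 530 nm JC-1 signal / Read-out: percent efflux inhibition, scaled nicardipine 100% to DMSO 0% / Benchmarks: nicardipine as high control, DMSO as low control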
GSH bead fluor = GSH bead compound fluorescence profile; fluorescence (KMESF) at 10 µM; actives 0.25% (n = 190,000); GSH beads flow cytometry, compound fluorescence 488/530 nm; hits give high values; in the data active means fluorescence above about 89;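 further: glutathione beads carrying GST-tagged Bcl family fusion proteins plus one bare bead set; values are compound well signal with DMSO vehicle wells as background; inactives centre near 16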
RGS4-Gao reg = modulates binding of RGS4 to human Galphao; P09471; Multiplexed bead flow cytometry; actives lie on both sides; binding response (% of control), % at 10 µM; actives 0.33% (n = 220,000); AID 1415; in the data active means binding response below about 49% or above about 150%; inactive means in between;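 further: fluorescent Galphao activated with aluminum fluoride binding bead-coupled RGS4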
Target sequence (P09471 whole entry, looked up): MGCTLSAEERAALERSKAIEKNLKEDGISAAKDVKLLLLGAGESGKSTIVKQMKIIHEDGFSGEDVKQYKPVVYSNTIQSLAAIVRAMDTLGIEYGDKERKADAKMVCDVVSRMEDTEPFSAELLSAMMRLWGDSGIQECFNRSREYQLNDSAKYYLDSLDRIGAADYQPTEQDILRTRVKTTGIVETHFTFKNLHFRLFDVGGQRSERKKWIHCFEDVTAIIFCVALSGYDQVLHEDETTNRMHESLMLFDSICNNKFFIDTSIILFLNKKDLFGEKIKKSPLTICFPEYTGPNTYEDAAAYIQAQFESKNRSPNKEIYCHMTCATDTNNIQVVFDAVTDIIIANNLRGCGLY
Avidin fluor = compound fluoresces at 488/530 nm on avidin beads. fluorescence (KMESF) at 10 µM. compound fluorescence 488/530 nm, flow cytometry; hits give high values. actives 0.38% (n = 220,000); in the data active means fluorescence above about 47; further: inactives centre near 10
ABCB1 inh = human ABCB1 inhibition, ABCG2 as counter-screen; CCRF-Adr cells, JC-1 efflux, flow cytometry; inhibition, % at 6.6 µM; actives 0.067% (n = 190,000); AID 1326; in the data active means inhibition above about 40%;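 further: 0% = vehicle and 100% = reference inhibitor; higher value means more JC-1 retained so stronger ABCB1 efflux block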
Mcl1 Noxa PPI = disrupts binding of human Mcl-1 to Noxa peptide | TR-FRET Mcl-1/Noxa peptide binding, 2 h | inhibition, % at 21.7 µM | actives 1.5% (n = 220,000);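 active means compounds that cut the protein-peptide binding signal by more than 50% relative to plate controls in a single-dose test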;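 further: His-tagged Mcl-1 with rhodamine Noxa BH3 peptide and terbium anti-His antibody; 0% = Mcl-1 plus Noxa peptide wells and 100% = peptide-only wells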
RGS8-Gao reg = human RGS8-Galphao interaction regulation; P09471; multiplexed bead flow cytometry, RGS8-Galphao binding; actives lie on both sides; response (percent of control binding), % at 10 µM; actives 0.34% (n = 220,000); AID 1423; in the data active means response below about 60% or above about 140%; inactive means in between;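 further: Galphao activated as the GDP aluminium fluoride complex binding bead-coupled RGS8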
Mcl1 Bid PPI = Mcl-1/Bid interaction inhibition. inhibition, % at 21.7 µM. TR-FRET Mcl-1/Bid-Dy647 peptide binding, 1536-well. Q07820. actives 0.97% (n = 220,000);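 active means compounds that cut the binding signal by more than half at the single screening dose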;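 further: His-tagged Mcl-1 with europium anti-His antibody binding Bid BH3 peptide; 0% = Mcl-1 plus peptide wells and 100% = peptide-only wells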
Bim-Mcl-1 = human Bim-Mcl-1 interaction inhibition; AID 1009; actives 0.1% (n = 190,000); Bead-based flow cytometry, Bim peptide-Mcl-1 binding; inhibition, % at 10 µM; in the data active means inhibition above about 40%;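 further: 0% = no compound tracer wells and 100% = peptide blocker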
Pf gametocyte = inhibitors of late stage P. falciparum gametocyte viability; P. falciparum stage V gametocytes, ATP luminescence, 24 h; actives 0.065% (n = 150,000); inhibition, % at 10.9 µM;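 active means inhibition above the mean plus 3 SD of compounds within the control limits, set per campaign, cut at about 38% in these data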;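 further: 0% = DMSO wells and 100% = medium only without gametocytes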
RGS7-Gao reg = human RGS7-Galphao interaction regulation | actives 0.35% (n = 220,000) | binding response (% of control), % at 10 µM | P09471 | Multiplexed bead flow cytometry, RGS7-Galphao binding; actives lie on both sides | AID 1439; in the data active means binding response below about 49% or above about 150%; inconclusive means no clear call, values can overlap the other calls; inactive means in between;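 further: fluorescent Galphao held in activated GDP-AlF4 state binding bead-coupled RGS7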
Active calls of the source: *; ? = inconclusive; / = no result given.

SMILES	ABCG2 inh	GSH bead fluor	RGS4-Gao reg	Avidin fluor	ABCB1 inh	Mcl1 Noxa PPI	RGS8-Gao reg	Mcl1 Bid PPI	Bim-Mcl-1	Pf gametocyte	RGS7-Gao reg
Cc1cc2nc(SCCOC(=O)Nc3ccccc3)nc(C)c2cc1C	7	13	107	14	1.3	-14	105	-18	-8	/	105
Cc1ccccc1OCCCCCNCCO	1	57	87	5	0.4	13	91	8	-6	/	89
O=c1oc2c(CN3CCCCC3)c(O)ccc2c2c1CCCCC2	5	24	99	22	0.0	13	90	-8	-1	21	96
Cc1ccc2cc(C(=O)O)c(C)nc2c1	3	23	103	9	0.6	29	103	34	-5	-8	106
COc1ccc(C(=O)COC(=O)CNC(=O)C2CCCCC2)c(OC)c1	19	35	96	10	0.8	19	103	8	-1	/	96
Cc1ccc(-c2nnn(C/C(N)=N/O)n2)cc1	3	12	100	15	0.1	-1	101	-10	-2	8	100
Cc1ccc(C(=O)Nc2nc3ccccc3s2)s1	-1	18	103	20	0.0	12	96	-6	-3	/	101
CCOC(=O)c1sc(Nc2ccc(F)cc2)nc1C	4	21	102	5	0.0	12	100	-8	1	6	98
Cc1cccc(C(=O)Oc2ccc(/C=N/NC(=O)Cc3ccc([N+](=O)[O-])cc3)cc2)c1	-9	10	97	16	-0.3	30	100	-13	-3	-13	97
Cc1cc(C)c(NC(=O)CCCOC(=O)C2=COCCO2)c(C)c1	6	29	104	11	0.5	13	98	-24	-1	/	94
COC(=O)c1ccc(OC)c(CSc2nnc(COc3cccc(C)c3)o2)c1	7	43	93	8	1.6	1	96	-12	-2	-16	92
COc1ccc(/C=C/C(=O)N(CC(C)C)CC(C)C)cc1Br	40	23	101	30	1.5	-4	101	1	2	/	98
COCCOC(=O)c1c(NC(=O)CNc2ccc(C)c(F)c2)sc(C(N)=O)c1C	/	/	90	7	/	-3	95	-13	/	-3	?
COC(=O)CCCC1=CC2=CC(=O)C(C)(OC(=O)c3cccs3)C(=O)C2=CN1CCN1CCOCC1 (stereo unspecified)	/	/	100	11	/	-5	98	-71	/	/	?
CCOC(=O)COC(=O)c1ccc(Oc2cc(C)nc(SC)n2)cc1	1	18	/	/	0.0	2	/	-2	-2	-10	/
O=C(c1ccco1)N1CCN(C(=O)C2CC(c3ccc(Cl)c(Cl)c3)=NO2)CC1 (stereo unspecified)	19	12	103	6	0.1	6	102	-12	2	/	104
O=C(/C=C/c1ccc2c(c1)OCO2)Nc1cccnc1	4	13	94	12	0.0	5	91	-27	0	-2	?
Brc1ccccc1-c1nnc(COc2ncnc3c2cnn3-c2ccccc2)o1	0	5	97	14	0.1	9	99	-6	0	/	100
O=C1CCc2cc(S(=O)(=O)N3CCN(c4cccc(C(F)(F)F)c4)CC3)ccc2N1	-5	28	104	27	-5.7	-6	99	-26	-1	/	101
Cc1[nH]c2ccccc2c1C(=O)COC(=O)CCS(=O)(=O)c1ccccc1Cl	4	4	99	14	0.0	11	100	-4	-3	-1	95

Some of the entries so far, field by field:
Cc1ccc2cc(C(=O)O)c(C)nc2c1
  ABCG2 inh: 3 | GSH bead fluor: 23 | RGS4-Gao reg: 103 | Avidin fluor: 9 | ABCB1 inh: 0.6 | Mcl1 Noxa PPI: 29 | RGS8-Gao reg: 103 | Mcl1 Bid PPI: 34 | Bim-Mcl-1: -5 | Pf gametocyte: -8 | RGS7-Gao reg: 106

COc1ccc(C(=O)COC(=O)CNC(=O)C2CCCCC2)c(OC)c1
  ABCG2 inh: 19 | GSH bead fluor: 35 | RGS4-Gao reg: 96 | Avidin fluor: 10 | ABCB1 inh: 0.8 | Mcl1 Noxa PPI: 19 | RGS8-Gao reg: 103 | Mcl1 Bid PPI: 8 | Bim-Mcl-1: -1 | Pf gametocyte: / | RGS7-Gao reg: 96

Cc1ccc(-c2nnn(C/C(N)=N/O)n2)cc1
  ABCG2 inh: 3 | GSH bead fluor: 12 | RGS4-Gao reg: 100 | Avidin fluor: 15 | ABCB1 inh: 0.1 | Mcl1 Noxa PPI: -1 | RGS8-Gao reg: 101 | Mcl1 Bid PPI: -10 | Bim-Mcl-1: -2 | Pf gametocyte: 8 | RGS7-Gao reg: 100

Cc1ccc(C(=O)Nc2nc3ccccc3s2)s1
  ABCG2 inh: -1 | GSH bead fluor: 18 | RGS4-Gao reg: 103 | Avidin fluor: 20 | ABCB1 inh: 0.0 | Mcl1 Noxa PPI: 12 | RGS8-Gao reg: 96 | Mcl1 Bid PPI: -6 | Bim-Mcl-1: -3 | Pf gametocyte: / | RGS7-Gao reg: 101

Next part.
SMILES	ABCG2 inh	GSH bead fluor	RGS4-Gao reg	Avidin fluor	ABCB1 inh	Mcl1 Noxa PPI	RGS8-Gao reg	Mcl1 Bid PPI	Bim-Mcl-1	Pf gametocyte	RGS7-Gao reg
COc1ccc(OC)c(NC(=O)Cc2coc3cc(C)cc(C)c23)c1	4	38	98	10	0.6	4	99	-2	-3	-8	98
O=C1CC(N2CCN(c3ccc(Cl)c(Cl)c3)CC2)C(=O)N1 (stereo unspecified)	3	55	98	8	0.6	20	98	-6	0	7	97
S=C(NCCCN1CCOCC1)Nc1cccc(-c2nnc3n2CCCCC3)c1	2	11	100	7	0.3	2	104	-44	-3	10	109
CN(C)c1nc(C=C(C#N)C#N)c(Cl)n1-c1ccc(F)cc1	3	12	104	9	1.9	4	101	-52	2	-2	?
Cc1sc2nc3c(C(=O)N4CCN(c5ccccn5)CC4)cccn3c(=O)c2c1C	5	25	97	7	2.4	6	97	-14	1	/	98
O=C(Nc1ccccc1)C1C2/C=C\CCCCC21 (stereo unspecified)	16	11	106	9	0.3	-6	104	-8	1	17	100
Cn1nc(C(=O)NCc2cccnc2)c2ccccc2c1=O	7	29	100	12	0.4	6	100	-7	-6	6	101
COc1cc(/C=C(\C#N)c2nc3ccccc3[nH]2)cc(Br)c1OCc1ccc(F)cc1	1	77	107	12	0.1	28	107	7	0	-11	103
CN(C)/C=N/c1c(C#N)cnn1-c1ncnc2sc(-c3ccccc3)cc12	7	15	93	10	1.4	11	98	3	-1	/	90
CN1CCC(N2CCN(c3cccc(C(F)(F)F)c3)CC2)CC1	2	23	97	8	0.0	12	96	24	5	/	99
Cc1nn(Cc2c(Cl)cccc2Cl)c(C)c1NC(=O)CCCn1nc([N+](=O)[O-])c(Cl)c1C	26	8	111	5	3.2	9	104	-4	-2	16	104
CCCCN(CC)S(=O)(=O)c1ccc2c(c1)n(C)c(=O)c(=O)n2C	/	/	98	7	/	-24	101	-19	/	12	?
COc1ccc2cc(C(=O)C3CCCN(C(=O)c4snnc4C)C3)ccc2c1 (stereo unspecified)	5	14	101	7	3.0	12	97	-11	1	13	103
c1ccc(SCc2nc(-c3ccncc3)n[nH]2)nc1	7	13	100	11	0.5	7	99	-14	1	11	?
CC(=O)c1cccc(NC(=O)C2CCN(S(=O)(=O)c3ccc(F)cc3)CC2)c1	4	25	102	16	0.2	-9	101	-9	-5	8	103
O=C(O)c1ccc2c(c1Nc1ccccc1)C(=O)c1ccccc1C2=O	/	/	110	5	/	20	105	-16	/	/	?
Cc1ccc(C(=O)COC(=O)c2cc(Cl)nc3ccccc23)cc1	1	23	106	32	0.3	-17	102	-6	-1	14	99
Cc1ccc(N2C(=O)c3ccc(C(=O)O)cc3C2=O)cc1C	1	41	100	11	-0.1	8	92	-38	-3	/	100
CCC(C)(C)NC(=O)C(c1ccc(F)cc1)N(Cc1cccs1)C(=O)c1cnccn1 (stereo unspecified)	0	58	94	9	0.0	5	97	-7	-1	-23	95
COC(=O)c1[nH]c2ccc(F)cc2c1NC(=O)C1=COCCO1	12	34	100	13	0.5	-3	100	-23	0	12	100

Single records (already shown). Values in the order: ABCG2 inh, GSH bead fluor, RGS4-Gao reg, Avidin fluor, ABCB1 inh, Mcl1 Noxa PPI, RGS8-Gao reg, Mcl1 Bid PPI, Bim-Mcl-1, Pf gametocyte, RGS7-Gao reg
Results for Cc1ccc(C(=O)COC(=O)c2cc(Cl)nc3ccccc23)cc1 = 1, 23, 106, 32, 0.3, -17, 102, -6, -1, 14, 99
Results for COc1cc(/C=C(\C#N)c2nc3ccccc3[nH]2)cc(Br)c1OCc1ccc(F)cc1 = 1, 77, 107, 12, 0.1, 28, 107, 7, 0, -11, 103
Results for CN(C)/C=N/c1c(C#N)cnn1-c1ncnc2sc(-c3ccccc3)cc12 = 7, 15, 93, 10, 1.4, 11, 98, 3, -1, /, 90

The list goes on:
SMILES	ABCG2 inh	GSH bead fluor	RGS4-Gao reg	Avidin fluor	ABCB1 inh	Mcl1 Noxa PPI	RGS8-Gao reg	Mcl1 Bid PPI	Bim-Mcl-1	Pf gametocyte	RGS7-Gao reg
CC(C)N1CCc2c(sc(NC(=O)CN3C(=O)c4ccccc4C3=O)c2C(N)=O)C1	3	9	102	9	-1.3	6	103	-34	-1	1	104
COc1cc(/C=N/NC(=O)C2=NNC(=O)C2C)ccc1O (stereo unspecified)	/	/	98	5	/	-6	101	-42	/	12	?
CCCn1c(CCC(=O)O)ccc1-c1cccs1	0	12	96	9	0.3	26	99	-10	0	1	97
Cc1[nH]c2ccccc2c1C(=O)/C=C/c1ccccc1Cl	8	12	102	25	0.1	11	101	11	-8	/	114
COc1ccc(NC(=O)CCC(=O)Nc2nnc(C(F)(F)F)s2)c(OC)c1	23	26	101	17	0.6	25	99	-2	-2	/	103
CCNc1ccc([N+](=O)[O-])cc1	/	/	102	6	/	25	100	41	/	-16	?
O=C(O)CCc1nn2c3ccccc3n(CC(=O)c3cccs3)c2nc1=O	6	11	99	16	0.2	24	104	5	0	20	100
Cc1ccc(NC(=O)Cn2cnc3ccccc32)cc1C	9	15	100	8	2.0	3	99	-24	0	1	?
COc1ccc(CN2CCN(CCC(C)C)C(CCO)C2)cc1Cn1cncn1 (stereo unspecified)	-1	13	105	12	-0.3	1	103	-13	0	1	102
Cc1ccc(C(=O)NCC(=O)NCC(=O)OCc2ccc(Cl)cc2)cc1	-2	12	97	14	-9.4	15	99	-4	-3	25	98
CCOC(=O)c1[nH]c(C)c(C(=O)C(C)C)c1C	10	43	101	14	-0.1	-19	101	-15	-2	21	101
Cc1noc(C)c1CSc1nc2cc(S(=O)(=O)N3CCOCC3)ccc2o1	1	16	85	4	0.5	7	81	-14	-1	30	105
CC1(C)C2CCC1(CS(=O)(=O)N1CCOCC1)C(=O)C2 (stereo unspecified)	0	18	98	35	0.0	6	102	-15	-2	4	102
CCOC(=O)N1CCN(c2ccc3nnnn3n2)CC1	2	25	100	4	0.4	-7	101	-16	2	14	99

Quoted at random: two compounds from above
SMILES	ABCG2 inh	GSH bead fluor	RGS4-Gao reg	Avidin fluor	ABCB1 inh	Mcl1 Noxa PPI	RGS8-Gao reg	Mcl1 Bid PPI	Bim-Mcl-1	Pf gametocyte	RGS7-Gao reg
COc1ccc(CN2CCN(CCC(C)C)C(CCO)C2)cc1Cn1cncn1 (stereo unspecified)	-1	13	105	12	-0.3	1	103	-13	0	1	102
Cc1noc(C)c1CSc1nc2cc(S(=O)(=O)N3CCOCC3)ccc2o1	1	16	85	4	0.5	7	81	-14	-1	30	105
